HP1b binding inh – HTS for Inhibitors of HP1-beta Chromodomain Interactions with Methylated Histone Tails; Potency, µM (series often up to 114 µM), without a hit: at the highest dose activity change, negative = inhibition, actives largely listed as inhibitors; AlphaScreen HP1-beta / biotin-H3K9me3 peptide binding; 390,000 compounds, 0.56% hits; Chromobox protein homolog 1 (Homo sapiens), P83916; note: potency is the fitted concentration of half-maximal effect; nearly all actives have a fitted effect of over 70% in size; inactives centre near 23
Target sequence (P83916 whole entry, looked up): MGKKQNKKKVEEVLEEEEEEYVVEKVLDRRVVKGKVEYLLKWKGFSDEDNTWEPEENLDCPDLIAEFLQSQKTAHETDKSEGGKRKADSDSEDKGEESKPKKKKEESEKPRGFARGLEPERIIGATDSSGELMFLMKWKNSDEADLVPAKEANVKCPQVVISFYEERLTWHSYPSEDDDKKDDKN
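HP1-beta protein (50 nM final) preincubated 30 min at room temperature with biotinylated H3(1-18)K9me3 peptide (50 nM) in PBS pH 7.4, 0.01% Tween-20, then compound added for 30 min. AlphaScreen streptavidin donor/nickel chelate acceptor beads (10 ug/mL final), 30 min dark, luminescence read.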
rTrxR1 inhibitor – qHTS Assay for Inhibitors of Mammalian Selenoprotein Thioredoxin Reductase 1 (TrxR1): qHTS; Thioredoxin reductase 1, cytoplasmic (Rattus norvegicus), O89049; recombinant rTrxR1, NADPH fluorescence consumption, selenite substrate; Potency, µM (series often up to 114 µM), for the others: at the top dose activity change, negative = inhibition, actives largely listed as inhibitors; 390,000 compounds, 1% hits; note: potency is the fitted concentration of half-maximal effect; % is set by controls: 0 for no effect and ±100 for the full control effect; nearly all actives have a fitted effect of over 65% in size
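Rat TrxR1 (90 nM in the dispensed reagent) was pre-reduced with 400 uM NADPH for 5 min at room temperature, then incubated with compound for 15 min. After 400 uM selenite was added, NADPH fluorescence (Ex 340/Em 450 nm) was followed for 8 min.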
Pin1 inhibitor – qHTS Assay to Find Inhibitors of Pin1; Peptidyl-prolyl cis-trans isomerase NIMA-interacting 1 (Homo sapiens), Q13526; Pin1 FP peptide displacement, HiFluor488, 10 min; Potency, µM (top dose mostly 115 µM), without a hit: at the top dose activity, negative = inhibition, hits mostly inhibitors; 390,000 compounds, 0.009% hits; AID 504891, 2011; active = well fitted inhibition curve with a large enough effect in the polarisation, with a control signal flat, not every such curve was filed as active; inconclusive = small, poorly fitted or top-dose-only effect, or effect the other way, or a change in a side signal; inactive = no such curve, though single readings can be large or run the other way; the % refers to the polarisation; note: potency is the fitted concentration of half-maximal effect; % is set by controls: 0 for no effect and ±100 for the full control effect
USP1 inh – Inhibitors of USP1/UAF1: Primary Screen. Ubiquitin carboxyl-terminal hydrolase 1 (Homo sapiens), O94782. Potency, µM (top dose mostly 57.1 µM), inactives show at the top dose activity change, negative = inhibition, actives largely listed as inhibitors. recombinant USP1/UAF1, Ub-Rhodamine cleavage fluorescence. AID 743255, 2014. 390,000 compounds, 0.23% hits; note: potency is the fitted concentration of half-maximal effect; % is set by controls: 0 for no effect and ±100 for the full control effect; nearly all actives have a fitted effect of over 60% in size; inactives centre near -12
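1 nM enzyme complex + cpd, 15 min RT; start with Ub-Rho 150nM final; kinetic fluorescence ex 480/em 540, 6 reads q60 s. Buffer 50mM HEPES pH 7.8, 0.5mM EDTA, 0.1 mg/ml BSA, 1mM TCEP, 0.01% Tween-20.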
IDH1 R132H inh – qHTS for Inhibitors of mutant isocitrate dehydrogenase 1 (IDH1): qHTS; IDH1-R132H enzyme, NADPH consumption, diaphorase/resazurin fluorescence; 390,000 compounds, 0.093% hits; Isocitrate dehydrogenase [NADP] cytoplasmic (Homo sapiens), O75874; Potency, µM (titrated, usually from 76.6 µM), inactives show at the highest dose activity change, negative = inhibition, usual class: inhibitors; note: potency is the fitted concentration of half-maximal effect; % is set by controls: 0 for no effect and ±100 for the full control effect; nearly all actives have a fitted effect of over 65% in size
Target sequence (O75874 whole entry R132H, stated change not applied): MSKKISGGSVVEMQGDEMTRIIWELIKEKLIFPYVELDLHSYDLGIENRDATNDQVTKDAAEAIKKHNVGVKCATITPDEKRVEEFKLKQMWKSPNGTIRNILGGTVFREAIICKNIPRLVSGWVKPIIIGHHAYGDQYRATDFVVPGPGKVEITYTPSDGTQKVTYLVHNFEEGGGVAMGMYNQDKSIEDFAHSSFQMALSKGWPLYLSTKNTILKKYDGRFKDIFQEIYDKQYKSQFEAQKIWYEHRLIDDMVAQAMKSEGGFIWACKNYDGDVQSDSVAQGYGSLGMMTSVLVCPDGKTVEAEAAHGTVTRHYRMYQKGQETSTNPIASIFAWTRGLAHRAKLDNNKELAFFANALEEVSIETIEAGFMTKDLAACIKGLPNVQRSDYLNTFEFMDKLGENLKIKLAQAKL
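IDH1-R132H (0.5 ug/mL dispensed) in pH 7.5 Tris buffer was preincubated 30 min with compound, then given a substrate mix of 0.016 mM NADPH and 2 mM alpha-KG for 80 min at room temperature; remaining NADPH was read by diaphorase/resazurin fluorescence.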
PGK inhibitor – qHTS Assay to Find Inhibitors of Phosphoglycerate Kinase | PGK/GAPDH coupled, Kinase-Glo luminescence, 60 min | Phosphoglycerate kinase, glycosomal (Trypanosoma brucei brucei), P07378 | 380,000 compounds, 0.043% hits | Potency, µM (doses to about 57.5 µM), inactives show top-dose activity change, negative = inhibition, hits mostly inhibitors; note: potency is the fitted concentration of half-maximal effect; % is set by controls: 0 for no effect and ±100 for the full control effect; nearly all actives have a fitted effect of over 60% in size
Target sequence (P07378 whole entry, looked up): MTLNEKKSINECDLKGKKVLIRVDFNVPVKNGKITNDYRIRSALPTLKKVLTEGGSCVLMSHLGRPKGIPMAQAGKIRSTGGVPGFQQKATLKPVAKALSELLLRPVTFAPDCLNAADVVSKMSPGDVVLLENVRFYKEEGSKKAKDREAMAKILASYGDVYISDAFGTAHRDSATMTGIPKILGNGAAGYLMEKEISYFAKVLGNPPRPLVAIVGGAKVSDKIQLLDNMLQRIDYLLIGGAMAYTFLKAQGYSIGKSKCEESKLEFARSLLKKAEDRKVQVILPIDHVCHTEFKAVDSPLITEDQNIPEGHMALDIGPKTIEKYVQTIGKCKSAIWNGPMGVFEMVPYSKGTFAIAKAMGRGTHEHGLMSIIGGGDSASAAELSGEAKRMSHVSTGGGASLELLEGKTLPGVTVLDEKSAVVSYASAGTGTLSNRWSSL
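Recombinant glycosomal PGK reaction used 1,3-bisphosphoglycerate generated in-well by GAPDH (100nM final) in 100mM TEA pH 7.6, 5mM MgCl2, 0.01% Tween-20. After 60 minutes at room temperature, ATP was read by Kinase-Glo Plus luminescence end-point.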
GLS inh – qHTS for Inhibitors of Glutaminase (GLS). Potency, µM (highest dose often 45.5 µM), without a hit: top-dose activity change, negative = inhibition, most hits filed as inhibitors. Glutaminase kidney isoform, mitochondrial (Homo sapiens), O94925. GLS enzymatic activity, qHTS titration. 410,000 compounds, 0.21% hits; note: potency is the fitted concentration of half-maximal effect; % is set by controls: 0 for no effect and ±100 for the full control effect
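Enzyme dispensed in phosphate buffer (45 mM, pH 8.2, 0.02% Tween-20), compounds pinned in, then 1 mM L-glutamine solution and the glutamate oxidase–HRP–Amplex Red mix added; fluorescence read immediately and again after 30 min at room temperature.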
TrxR1 substrate – qHTS Assay for Substrates of Mammalian Selenoprotein Thioredoxin Reductase 1 (TrxR1): qHTS | Thioredoxin reductase 1, cytoplasmic (Rattus norvegicus), O89049 | purified TrxR1 substrate turnover, NADPH consumption readout | Potency, µM (titrated, usually from 114 µM), inactives show at the top dose activity change, negative = substrate turnover | 390,000 compounds, 0.01% hits | AID 588456, 2011; note: potency is the fitted concentration of half-maximal effect; % is set by controls: 0 for no effect and ±100 for the full control effect; nearly all actives have a fitted effect of over 50% in size
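Rat TrxR1, dispensed at 90 nM, was prereduced with 400 uM NADPH (final) for 5 min at ~22 deg C, then incubated with compound 15 min before 400 uM selenite. A first-read NADPH fluorescence drop versus no-compound background flagged substrates.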
PI4K2A inh – qHTS for small molecular inhibitors of PI4K2A; 420,000 compounds, 0.13% hits; activity change, negative = inhibition, % at 76.9 µM; purified PI4K2A, ADP-Glo luminescence, 1 h; stronger effect = lower value; Phosphatidylinositol 4-kinase type 2-alpha (Homo sapiens), Q9BTU6; in the data active = activity change below about -50%; inconclusive = mostly about -30% to -49%;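 note: -100% = wells without enzyme as full effect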
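PI4K2A activity was measured by ADP-Glo luminescence: enzyme (4 ug/mL stock) and phosphatidylinositol (1.2 mM stock) in Tris pH 7.5/MgCl2/EGTA/Triton X-100 buffer were reacted with ATP (300 microM stock) for one hour at ambient temperature.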
* = called active by the depositor; i = inactive; ? = inconclusive; . = no result given; [ ] = dose if it differs, or a comment. Unless noted, calls come from the whole dose curve; as a rule, active = well fitted curve in the direction sought with a large enough effect; inconclusive = small, poorly fitted or top-dose-only effect, or another doubt; inactive = no such curve, though single readings can be large; an effect the other way counts as inactive or inconclusive.

rTrxR1 inhibitor	Pin1 inhibitor	HP1b binding inh	GLS inh	TrxR1 substrate	PI4K2A inh	PGK inhibitor	IDH1 R132H inh	USP1 inh	molecule
-8%	?	51%[activator]	-3%	-4%	2	8%	6%	-10%	CC(=O)c1cccc(NC(=O)N2CCC(c3nnc(SCC(N)=O)n3C)CC2)c1
-4%[57.1 µM]	-1%	16%	-9%	6%[57.1 µM]	6	0%	6%	-9%	COc1ccc(NC(=S)N(CCCN2CCCC2)Cc2cccs2)cc1
0%[57.1 µM]	5%	49%[activator]	4%	-7%	-3	0%	5%	-6%	COc1ccccc1C1CC(=O)NC(C)=C1C(=O)OCC(C)C (configuration not stated)
-17%[2.29 µM]	4%	36%[activator]	11%	18%[57.1 µM]	-2	.	-7%	1%	c1ccc(-c2ccc(-c3nc(-c4cccnc4)no3)cc2)cc1
-21%	-4%	-10%	14%	-7%	9	17%	6%	4%	Cc1cc(C)cc(NC(=S)NC2CC3CCC(C2)N3Cc2ccco2)c1 (configuration not stated)
?	34%[activator]	68%[activator]	-29%	2%	3	-1%	-7%	?	COc1ccc(C2C=C(c3ccc(F)cc3)Nc3nc(-c4ccc(Cl)cc4)nn32)cc1 (configuration not stated)
9%	2%	22%	-1%	-2%	-2	-3%	6%	-11%	Cc1ccc2c(COC(=O)CNS(=O)(=O)c3ccccc3)cc(=O)oc2c1
17%	-8%	24%	12%	0%	-2	-1%	4%	-4%	Cc1ccc(C(=O)NCC(=O)O)s1
-26%	2%	14%	4%	-17%	5	1%	0%	5%	C/C(=N\N=C(N)N)c1cccc([N+](=O)[O-])c1
15%	0%	15%	-1%	7%	0	-6%[11.5 µM]	0%	-22%	CCN(CC)CCOCCOc1ccccc1F
-23%	-5%	2%	-5%	9%	-1	6%	0%	-5%	CCS(=O)(=O)Nc1ccc(-c2cc(-c3ccccc3)c3cc(C)ccc3n2)cc1
?	-9%	27%	11µM*	-3%	-7	i	-7%	-10%	COc1ccc(C(c2c(N)[nH]c(=S)[nH]c2=O)c2c(N)[nH]c(=S)[nH]c2=O)cc1
-25%	0%	?	-7%	35%[activator]	-2	0%	8%	?	CN(C)c1ccc(C=NNC(=S)Nc2ccc(F)cc2)cc1
?	?	26%	-12%	-13%	9	-7%	-1%	34%[activator]	Cc1ccc(NC(=O)c2ccc(NCCc3ccccc3)c([N+](=O)[O-])c2)cc1F
.	.	.	-2%	.	-2	8%	0%	-24%	CN(Cc1ccccc1)C(CNS(=O)(=O)c1ccccc1)c1ccccc1 (configuration not stated)
20%	4%	17%	5%	1%	2	-3%	6%	0%	O=C(COc1ccccc1)Nc1ccc2c(c1)Cc1cc(NC(=O)COc3ccccc3)ccc1-2
13%	8%	31%	3%	4%	-3	6%	-4%	-18%	CCN1CCCC1CNC(=O)C(=O)Nc1cccc(OC)c1 (configuration not stated)
12%	6%	23%	-2%	-3%	-1	-6%	-4%	-17%	Cc1ccc(F)c(N=Cc2c(O)c3ccccc3oc2=O)c1
-3%	0%	40%[activator]	27%	-7%	-4	8%	1%	-6%	CCCn1c2c(c(O)c(C(=O)Nc3ncccc3O)c1=O)CCCC2
15%	3%	4%	17%	-3%	0	-3%	-9%	-11%	C=CCN1C(=O)c2ccc(C(=O)N3CCN(S(=O)(=O)c4ccccc4Br)CC3)cc2C1=O
19%	-6%	44%[activator]	1%	11%	0	4%	3%	-16%	N#Cc1ccc(OCC(=O)OCC(=O)c2ccccc2)cc1
20%	-4%	47%[activator]	-5%	-1%	2	i	-1%	-13%	Cc1ccc2c(=O)cc(C(=O)NC3CCS(=O)(=O)C3)oc2c1 (configuration not stated)
15%	14%	29%	8%	0%[2.29 µM]	-2	-3%	11%	5%	CN(C)S(=O)(=O)c1ccc(C(=O)N2CC(=O)Nc3ccc(Br)cc3C2c2ccc(F)cc2)cc1 (configuration not stated)
21%	-7%	15%[57 µM]	-3%	4%	0	-7%	5%	-24%	CSCC[C@H](NC(=O)c1ccco1)c1nnc2ccccn12
1%	-7%	29%	-2%	-1%	1	-9%	-3%	-14%	Cc1ccc2cc(CCNC(=O)c3c(-c4ccccc4Cl)noc3C)c(=O)[nH]c2c1
?	43%[activator]	17%	-5%	27%	-3	i	4%	-21%	Cc1cc(=O)oc2cc(OCc3ccc(C(=O)OCC(=O)N(C)C4CCS(=O)(=O)C4)cc3)ccc12 (configuration not stated)
16%	?	27%	-13%	0%	4	-5%	-13%	-25%	COc1ccc(OC)c(CCNC(=O)Cn2nc(C)c3c(C)n(-c4ccc(C)cc4)nc3c2=O)c1
-16%	-20%	35%[activator]	-3%	-8%	-1	-3%	5%	-10%	O=C1CCCC(O)=C1C1C2=C(CCCC2=O)Oc2ccccc21 (configuration not stated)
25%	-4%	12%	-3%	8%	3	-8%	7%	-10%	COCCn1nnnc1CN1C2CCCC1CC(NC(C)=O)C2 (configuration not stated)
9%[57.1 µM]	34%[activator]	26%	9%	6%[57.1 µM]	1	-3%	6%	-15%	CCC(Sc1nc(C)cc(=O)[nH]1)C(=O)Nc1nnc(C)s1 (configuration not stated)
42%[activator]	-3%	15%	8%	102%[activator]	-4	-7%	10%	-13%	Cc1cc(OCC(=O)NCCN2CCOCC2)c2c(C)c(C)c(=O)oc2c1
9%[57.1 µM]	-8%	24%	3%	8%[57.1 µM]	0	1%	1%	-23%	CC(NC(=S)NCCc1ccccc1)C(c1cccs1)N1CCN(C)CC1 (configuration not stated)
8%	0%	14%	23%	1%	-2	-7%	-6%	?	CN(C)S(=O)(=O)c1ccc(NC(=O)CN2CCCCCC2)cc1
25%	-1%	36%	11%	1%	-1	-8%	-1%	2%	OCCCC1CCCN(Cc2cn[nH]c2-c2ccc(F)cc2F)C1 (configuration not stated)
2µM*	-19%	42%[activator]	-14%	-3%	26	i	6%	-15%	CC(=O)n1cc(N(C(=O)CCl)c2ccc(C)cc2)c2ccccc21
-12%	-1%	-18%	3%	-9%	-3	i	8%	-18%	CCOC(=O)c1sc(=S)n(Cc2ccccc2)c1N
-9%	-5%	44%	-1%	-4%	-3	-8%	0%	-8%	CCSc1nnc(NC(=O)CSc2nnc(CNC(=O)c3ccccc3F)o2)s1
4%	2%	18%	0%	-1%	2	i	-2%	1%	Cc1cc(NC(=O)CSc2nc3ccccc3c(=O)n2Cc2ccccc2)no1
?	56%[activator]	8%	6%	25%	-11	-2%	3%	-22%	Cc1c(Cl)cccc1-c1ccc(C(=O)Nc2ccc3oc(-c4cccnc4)nc3c2)o1
11%	-8%	22%	-1%	9%[57.1 µM]	0	3%	0%	-9%	COC(=O)c1ccc(C)c(NS(=O)(=O)c2ccc(C)c([N+](=O)[O-])c2)c1
-6%	2%	14%	-3%	-7%	0	i	2%	-16%	O=C(N/N=C/c1ccco1)c1ccc(Br)o1
16%[57.1 µM]	?	39%	7%	0%[57.1 µM]	-3	-6%	-1%	-18%	COc1ccc(C)cc1S(=O)(=O)N1CCN(C(=O)c2ncoc2-c2cccc(F)c2)CC1
10%	9%	23%	0%	3%	-5	-18%	1%	-23%	Cc1nn(C)c(C)c1NC(=O)CC12CC3CC(CC(C3)C1)C2
-9%[57.1 µM]	-5%	1%	4%	-8%[57.1 µM]	-18	-8%	5%	-14%	O=c1[nH]c(-c2ccccn2)nc(C(F)(F)F)c1Br
-2%[57.1 µM]	1%	11%	9%	-7%[57.1 µM]	-3	6%	-6%	-4%	Cc1ccc(C2=NN(C(=O)CSc3nc4ncc(Cl)cc4[nH]3)C(c3ccco3)C2)cc1 (configuration not stated)
-12%	13%	15%	13%	-9%	-6	-4%	4%	-1%	COc1ccc(NS(=O)(=O)c2cc(NC(=O)c3ccco3)ccc2N2CCCCC2)cc1
20%[11.4 µM]	3%	120%[activator]	-13%	3%[11.4 µM]	-3	5%	12%	-15%	CSc1cccc(NC(=O)COc2ccccc2C)c1
-22%	-19%	12%	5%	3%[57.1 µM]	1	-2%	-1%	-14%	CN1Cc2c(N3CCOCC3)nc(SCc3ccccc3)c(C#N)c2CC1(C)C

These rows are one share of the data; count on the stated rates, not on these rows.
